# Imprint erasure – qHTS Assay for Compounds that Induce Erasure of Genomic Imprints; mouse ES Peg3-LacZ reporter, beta-gal luminescence, 40 h; Potency, µM (highest dose often 60.7 µM), for inactives: at the highest dose activity change, positive = activation, usual class: activators; actives 0.02% (n = 110,000);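 further: 0% = negative control wells on the plate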
#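 Gelatin-coated wells received 300 freshly trypsinized female ES cells with a Peg3LacZ-Neo reporter on the maternal allele, then incubated 40 hours at 37C. BetaGlo was added for 5 minutes at room temperature before a single luminescence read.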
# IkB signaling – IkB Signaling. ABC-DLBCL IkBa-CBG/CBR dual luciferase ratio, 4 h; response scale: scaled: untreated 0%, proteasome inhibitor 100%. Potency, µM (series often up to 57.1 µM), for the others: at the highest dose IkBa stabilization activation. actives 0.04% (n = 110,000). AID 445, 2006; active means well fitted curve in the direction sought with a large enough effect in the signal ratio, not every such curve was filed as active; inconclusive means small, poorly fitted or top-dose-only effect, or a change in a side signal; the % refers to the signal ratio;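 further: the direction sought is a rising ratio; 0% = basal untreated cells and 100% = reference inhibitor full response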
#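 Luminescence ratio of IκBα-fused green versus native red beetle luciferase in OCI-Ly3 cells, 4 h post-doxycycline with compound; red signal alone, scaled from basal (0%) to zero light (-100%), flagged nonspecific or cytotoxic effects.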
# p53ts 32C kill – qHTS Screen for Compounds that Selectively Target Cancer Cells with p53 Mutations: Cytotoxicity of p53ts Cells at the Permissive Temperature. H1299-p53A138V at 32C, ATP luminescence viability, 24 h. Potency, µM (titrated, usually from 46.1 µM), for the others: at the highest dose activity change, negative = cytotoxicity, most hits filed as cytotoxic. actives 0.93% (n = 130,000);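 further: 0% = DMSO and -100% = full killing by reference compound; nearly all actives have a fitted effect of over 55% in size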
#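 ATP-content luminescence (ATPlite) read-out after 24 h compound exposure at 32C in H1299-p53A138V cells (600/well). Tested up to 46 uM. Normalized to DMSO (0%) and 100 uM tamoxifen (100% killing); Hill-fit AC50.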
# p53ts 39C kill – qHTS Screen for Compounds that Selectively Target Cancer Cells with p53 Mutations: Cytotoxicity of p53ts Cells at the Nonpermissive Temperature. AID 902, 2007. H1299-p53A138V viability at 39C, ATP luminescence, 24 h. Potency, µM (titrated, usually from 46.1 µM), inactives show at the top dose activity change, negative = cell killing, hits mostly cytotoxic. actives 1.5% (n = 130,000); further: nearly all actives have a fitted effect of over 55% in size
# Starred values were filed as active, the others as inactive; ? = inconclusive; / = no result given; [ ] = dose if it differs, or a comment. Unless noted, the call rests on the fitted dose curve; in most records, active means well fitted curve in the direction sought with a large enough effect; inconclusive means small, poorly fitted or top-dose-only effect, or another doubt; inactive means no such curve, though single readings can be large; an effect the other way counts as inactive or inconclusive. Unless noted, on the % scale 0 is the no-effect control and ±100 the full control effect; potency means the concentration at half of the fitted maximal effect. Hits appear at their usual frequency; overall some 1.7% were active at least once.
cpd | Structure | Imprint erasure | IkB signaling | p53ts 32C kill | p53ts 39C kill
1 | COc1ccc(N2CCN(C(=O)c3ccc4c(c3)CCN4S(=O)(=O)c3ccccc3)CC2)cc1 | -3%[10.9 µM] | ? | 1% | -3%
2 | C=CCOc1ccc(CNc2nccs2)cc1 | / | / | 5% | 24%
3 | COc1ccc(-c2cc3nc(C)c(CCC(=O)Nc4ccccc4C(C)=O)c(C)n3n2)c(OC)c1 | -2%[10.9 µM] | ? | 3% | -7%
4 | CNC(=O)[C@]1(C)C[C@H]1[C@H](NC(=O)[C@]1(C)C[C@H]1[C@H](NC(=O)[C@]1(C)C[C@H]1[C@H](NC(=O)[C@]1(C)C[C@H]1[C@H](NC(=O)OCc1ccccc1)c1ccccc1)c1ccccc1)c1ccccc1)c1ccccc1 | -7% | / | 6% | -8%
5 | OC(CNCC1COc2ccccc2O1)COCc1cccs1 (stereo unspecified) | -24% | 0.6% | 4% | 4%
6 | COc1ccccc1CNC(=O)CCC1N=C2c3ccccc3N=C(SCc3cccc(Cl)c3)N2C1=O (stereo unspecified) | -2%[10.9 µM] | ? | 4% | -9%
7 | COc1ccc(NC(=O)Nc2ncn(Cc3cccc(C(F)(F)F)c3)n2)cc1OC | -19% | -4.3% | -3% | 3%
8 | CCOC(=O)c1[nH]c2ccc(OC)cc2c1NC(=O)c1nonc1C | -10% | 3.8% | 3% | 11%
9 | Cc1ccc(O)c(-c2cc(C(=O)Nc3ccc(S(=O)(=O)N4CC(C)OC(C)C4)cc3)[nH]n2)c1 (stereo unspecified) | -31%[inhibitor] | -0.6% | 0% | -10%
10 | COc1cc(Sc2ccc(C)cc2)c(OC)cc1N | -17% | 3.1% | 6% | -2%
11 | COc1ccc2c(c1)Cc1sc(NC(=O)c3ccccc3C)nc1-2 | -49%[inhibitor][10.9 µM] | ? | ? | -19%
12 | CC(NC(=O)C1CCC1)c1ccc2c(c1)OCO2 (stereo unspecified) | / | / | 9% | 2%
13 | CCOc1ccc(N2CC(C(=O)NCc3ccc(F)cc3)CC2=O)cc1 (stereo unspecified) | 4% | 0.2% | 3% | 1%
14 | C=CCSC1=N/C(=C\c2ccc(C)o2)C(=O)S1 | -1% | -8.7% | 28% | 0%
15 | Cc1cc(C)c(NC(=O)CS(=O)CC(=O)NCC2CCCO2)c(C)c1 (stereo unspecified) | 6% | -0.4% | 1% | -4%
16 | N#CC1=C(N)NC(SCc2ccccc2)=C(C#N)C12CCCCC2 | -18% | ? | -9% | -4%
17 | CCNc1nc(NCC)nc(Nn2cnnc2)n1 | 22% | 3.3% | -3% | 5%
18 | FC(F)(F)c1ccccc1Nc1nccs1 | 0% | 1.2% | -2% | 4%
19 | Cc1ccc(N2C(=O)c3ccccc3C2Nc2cccnc2)nc1 (stereo unspecified) | -20% | -2.1% | 5% | -1%
20 | O=C(NCc1ccc(Cl)cc1)c1cc2ccc3cccnc3c2[nH]1 | 9%[10.9 µM] | ? | -2% | 5%
21 | CNc1nc(-c2ccccc2CN(C)C)nc2ccccc12 | -16% | -5.7%[11.4 µM] | 10% | -15%
22 | CSc1nc(N)c2ncn([C@@H]3O[C@@H](COP(=O)(O)OP(=O)(O)OP(=O)(O)O)[C@@H](O)[C@H]3O)c2n1 | / | -3.0% | 8% | 10%
23 | Cc1ccc2nc3c(cc(C(=O)NCC4CCCO4)n3C)c(=O)n2c1 (stereo unspecified) | -15% | 1.1% | 0% | 4%
24 | NC1=NCCN1CC(=O)O | -1% | / | 4% | 8%
25 | Cc1ccccc1-n1c(C)cc(/C=C2\NC(=O)NC2=O)c1C | / | / | 16µM* | 8.9µM*
26 | O=C(Nc1nnc(/N=C/c2ccco2)s1)c1ccc(F)cc1 | -40%[inhibitor] | 1.4% | 10µM* | 13µM*
27 | COc1ccc(S(=O)(=O)Nc2ccc3c(c2)sc(=O)n3C)cc1Cl | -6%[10.9 µM] | ? | -20% | ?
28 | Cc1cc(C)c2oc(-c3ccc(NC(=O)c4cc(Br)ccc4Cl)cc3)nc2c1 | -15%[10.9 µM] | -0.9% | -6% | 0%
29 | Cc1occc1-c1nnc(SCC(=O)Nc2ccccc2N2CCCCC2)n1C | -10% | 0.4% | 15% | ?
30 | COc1ccccc1CNC(=O)CCC(=O)N1CC2CCCN2c2ccccc21 (stereo unspecified) | -8%[10.9 µM] | ? | 4% | -3%

# Rewritten with each value named: 2 of the compounds above
(1) COc1ccc(N2CCN(C(=O)c3ccc4c(c3)CCN4S(=O)(=O)c3ccccc3)CC2)cc1
- Imprint erasure: -3%[10.9 µM]
- IkB signaling: ?
- p53ts 32C kill: 1%
- p53ts 39C kill: -3%

(2) C=CCOc1ccc(CNc2nccs2)cc1
- Imprint erasure: /
- IkB signaling: /
- p53ts 32C kill: 5%
- p53ts 39C kill: 24%

# Continuation:
cpd | Structure | Imprint erasure | IkB signaling | p53ts 32C kill | p53ts 39C kill
31 | CC(CNC(=O)CN1C(=O)COc2ccc(S(=O)(=O)N3CCCCC3)cc21)c1ccccc1 (stereo unspecified) | -14%[10.9 µM] | ? | 12% | -21%
32 | COc1ccccc1CNC(=O)CCCn1nc(C)c2c(C)n(-c3ccc(C)cc3)nc2c1=O | 11%[10.9 µM] | ? | -2% | -19%
33 | Cc1cc2ccccc2c(=O)n1CC(=O)NCC1COc2ccccc2O1 (stereo unspecified) | -13% | 0.1% | -7% | -4%
34 | O=C(Cn1nc(-c2ccc(Cl)cc2)ccc1=O)NCCN1CCOCC1 | -8% | 13% | 0% | 23%
35 | CSc1ccc(C(C(C(=O)c2cccs2)N2CCOCC2)N2CCOCC2)cc1 (stereo unspecified) | -5% | 1.8% | 16% | -8%
36 | O=C(NCc1ccco1)C1CC(=O)N(CCc2ccccc2)C1 (stereo unspecified) | 3% | -2.1% | 4% | -4%
37 | CN(C)/C=C1/Nc2ccccc2C1=O | -2% | ? | -4% | 1%
38 | C=C(C)COc1ccc(-c2nc(N)nc(C)c2Oc2ccccc2OC)c(O)c1 | -60%[inhibitor] | 3.9% | 1% | 7%
39 | O=C(NC1CCCc2ccccc21)C1CCCN(S(=O)(=O)c2cnc[nH]2)C1 (stereo unspecified) | -4% | -2.3% | -4% | 8%
40 | CSc1ccc(/C=c2\s/c(=C\C(=O)C(C)(C)C)n(CC(=O)NCCC3=CCCCC3)c2=O)cc1 | / | / | 32%[activator] | 6%
41 | O=C(CCC(=O)N1CCSc2ccccc21)NCc1ccccc1Cl | -11%[10.9 µM] | ? | 5% | 6%
42 | CCC(=O)Nc1cc(=O)[nH]c2ncnn12 | -7% | -0.8% | 6% | 14%
43 | O=c1c2cc3c(nc2ncn1Cc1ccc(Cl)cc1)CCCC3 | -15%[10.9 µM] | 1.1% | 4% | ?
44 | COC(CNC(=O)c1ccc2c(c1)nc(C)n2-c1ccc(F)c(F)c1)OC | / | / | -27% | -8%
45 | Cc1ccn2c(=O)c(C(=O)NCCc3ccccc3)c(O)nc2c1 | 11%[10.9 µM] | 6.0% | -12% | 12%
46 | CCC1CN(C(=O)N2CCC(C(=O)Nc3ccccc3F)CC2)c2ccccc2O1 (stereo unspecified) | -7%[10.9 µM] | ? | 12% | ?
47 | N#Cc1nc(COc2ccc(Cl)cc2Cl)oc1N1CCN(c2ccccc2)CC1 | -11% | 2.4% | 11% | 15%
48 | CCOC(=O)N1CCc2c(sc3c2c(=O)n(CCc2ccccc2)c(=O)n3CC(=O)Nc2cccc(C)c2)C1 | -16%[10.9 µM] | ? | 9% | -9%
49 | Cc1cc(C)c2c(CC(=O)O)coc2c1 | -1% | 2.1% | 9% | 1%
50 | COC(=O)[C@@]1(Cc2ccc(OC)cc2)[C@H]2c3cc(C(=O)N(C)C)n(CCN4CNCC4=O)c3C[C@H]2CN1C(=O)c1ccccc1 | -9% | / | 4% | 11%
51 | CCOC(=O)c1cc2c3ccccc3n(CC)c2nc1N | -5% | 0.8% | -1% | 8%
52 | Cc1nc2cc3nc(C)sc3cc2s1 | -31%[inhibitor] | -0.7% | ? | ?
53 | CCOc1ccc2nc(NS(=O)(=O)c3ccc4c(c3)n(C)c(=O)n4C)sc2c1 | -7% | 0.0% | 0% | 0%
54 | Cc1ccc(C)c2[nH]c(=O)c(CCNC(=O)C(C)(C)C)cc12 | -28% | -0.1% | -7% | 10%
55 | COc1ccc2[nH]c(=O)c(CN(Cc3cccs3)S(=O)(=O)c3cccc4nsnc34)cc2c1 | -7% | ? | 8% | -8%
56 | CCn1c(SCC(=O)NCc2cccs2)nnc1-c1ccncc1 | -4% | 0.3% | 7% | 1%
57 | O=S1(=O)C=C(N2CCCCC2)c2ccccc21 | 2% | 0.2% | 10% | 5%
58 | Cc1ccc(CNC(=O)c2ccc3c(c2)N(Cc2ccccc2F)C(=O)c2ccccc2S3(=O)=O)cc1 | -9%[10.9 µM] | -0.7% | 9% | 10%
59 | Cc1ccc(NC(=O)CSc2nnc(Cn3cnc4ccccc43)o2)cc1 | 5% | -0.9% | 2% | 3%
60 | Cc1cc(NC(=O)c2cc(-c3ccc(Cl)c(Cl)c3)on2)n(-c2ccccc2)n1 | 7%[10.9 µM] | ? | 5% | 12%

# Full records as entered above. Screens in order: Imprint erasure | IkB signaling | p53ts 32C kill | p53ts 39C kill
# `CNc1nc(-c2ccccc2CN(C)C)nc2ccccc12` is entered as -16% | -5.7%[11.4 µM] | 10% | -15%
# `COc1ccc(S(=O)(=O)Nc2ccc3c(c2)sc(=O)n3C)cc1Cl` is entered as -6%[10.9 µM] | ? | -20% | ?

# The list goes on:
cpd | Structure | Imprint erasure | IkB signaling | p53ts 32C kill | p53ts 39C kill
61 | CNC1C(O)[C@@H]2OC(O[C@@H]3C(O)C(O)C(N)C[C@H]3N)C(N)C[C@H]2O[C@H]1O[C@@H]1OC(CO)C(N)C(O)C1O (stereo partly specified) | -3% | / | -5% | -11%
62 | COc1ccc(Cl)cc1NC(=O)c1ccoc1C | -11% | 0.1% | -1% | -3%
63 | CCOCCn1ccc2c(OCC(=O)Nc3cccc(F)c3)cccc2c1=O | -17%[10.9 µM] | ? | -7% | -13%
64 | CC1CCN(C(=O)CSc2c(C(C)C)cnc3c2c(=O)n(C)c(=O)n3C)CC1 | 12%[10.9 µM] | -1.9% | -8% | 4%

# Part of the list above, with values under each structure:
# Under each structure – Imprint erasure	IkB signaling	p53ts 32C kill	p53ts 39C kill
[64] CC1CCN(C(=O)CSc2c(C(C)C)cnc3c2c(=O)n(C)c(=O)n3C)CC1
    12%[10.9 µM]	-1.9%	-8%	4%
[30] COc1ccccc1CNC(=O)CCC(=O)N1CC2CCCN2c2ccccc21 (stereo unspecified)
    -8%[10.9 µM]	?	4%	-3%
[18] FC(F)(F)c1ccccc1Nc1nccs1
    0%	1.2%	-2%	4%
[62] COc1ccc(Cl)cc1NC(=O)c1ccoc1C
    -11%	0.1%	-1%	-3%

# Bioassay records (PubChem BioAssay)
